V1R ag counter – counter-screen for oxytocin receptor agonists: human V1a receptor agonists. 320,000 compounds, 0.25% hits. CHO-V1R cells, Fluo-8 calcium fluorescence, agonist mode; 0% DMSO, 100% 3 nM vasopressin. P37288. activation, % at 3 µM;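 active = activation above the mean activation of all tested compounds plus 3 SD, per screening run, cut at about 20% in these data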;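 note: signal is peak over basal fluorescence ratio across a 100 second FLIPR read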
Target sequence (P37288 whole entry, looked up): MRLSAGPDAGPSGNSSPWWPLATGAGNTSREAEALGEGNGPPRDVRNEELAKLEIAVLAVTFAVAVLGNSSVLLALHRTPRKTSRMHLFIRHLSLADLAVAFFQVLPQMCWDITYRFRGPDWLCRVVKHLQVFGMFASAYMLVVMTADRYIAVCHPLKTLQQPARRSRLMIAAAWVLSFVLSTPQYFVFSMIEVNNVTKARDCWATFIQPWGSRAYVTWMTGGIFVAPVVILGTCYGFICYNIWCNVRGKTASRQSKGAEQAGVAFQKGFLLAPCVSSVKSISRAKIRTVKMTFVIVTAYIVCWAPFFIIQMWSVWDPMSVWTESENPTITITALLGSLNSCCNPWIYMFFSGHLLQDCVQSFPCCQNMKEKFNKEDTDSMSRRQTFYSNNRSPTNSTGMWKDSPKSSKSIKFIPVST
MEKK2 WT-MEK5 – raises or lowers MEK5 binding to wildtype human MEKK2 PB1 domain. binding response (% of control), % at 10 µM. bead flow cytometry, Alexa488-MEK5 binding to MEKK2 WT; actives lie on both sides. 290,000 compounds, 1.1% hits; in the data active = binding response below about 67% or above about 130%
M18AAP inhibitor – PfM18AAP enzyme inhibition; AID 1822; recombinant PfM18AAP, H-Glu-NHMec fluorogenic cleavage; 290,000 compounds, 1.2% hits; inhibition, % at 7.35 µM;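 active = inhibition above the campaign mean inhibition over all tested compounds plus 3 SD, cut at about 28% in these data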;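 note: 0% = plate median of test compound wells and 100% = 2 mM ZnCl2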
OXTR ag – agonists of human oxytocin receptor; P30559; CHO-OTR cells, Fluo-8 calcium fluorescence; normalized: DMSO 0%, oxytocin 100%; activation, % at 3 µM; 320,000 compounds, 0.32% hits; AID 2435;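 active = activation above the mean of all tested compounds plus 3 SD, cutoff set per screening run, cut at about 20% in these data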;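 note: peak over basal fluorescence ratio from a 100 s FLIPR kinetic read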
Target sequence (P30559 whole entry, looked up): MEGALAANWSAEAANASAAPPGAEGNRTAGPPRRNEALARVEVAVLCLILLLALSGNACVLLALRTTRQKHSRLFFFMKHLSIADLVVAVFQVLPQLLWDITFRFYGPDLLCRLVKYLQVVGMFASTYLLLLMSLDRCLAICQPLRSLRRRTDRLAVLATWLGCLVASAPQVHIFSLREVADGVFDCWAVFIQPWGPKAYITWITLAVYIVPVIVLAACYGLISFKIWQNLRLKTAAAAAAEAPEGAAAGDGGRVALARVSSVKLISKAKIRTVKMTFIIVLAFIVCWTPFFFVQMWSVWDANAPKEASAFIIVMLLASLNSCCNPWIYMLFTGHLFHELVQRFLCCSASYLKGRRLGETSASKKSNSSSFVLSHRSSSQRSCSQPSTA
NALP1 inh – inhibitors of NALP1 inflammasome in yeast; 280,000 compounds, 0.61% hits; inhibition, % at 10 µM; S. cerevisiae NALP1/ASC/caspase-1 growth, X-gal OD620, 72 h; in the data active = inhibition mostly above about 24%, no sharp cut-off; inactive = mostly below about 32%; note: some compounds called inactive have numbers as strong as hits
GalR3 antag – antagonists of human GalR3; HEK293 GalR3-CNG cAMP membrane potential fluorescence; galR3 body fused to GalR1 C-terminus; inhibition, % at 3 µM; 360,000 compounds, 0.44% hits; AID 651719;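 active = inhibition above the screen-wide average plus 3 SD, cut at about 13% in these data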;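 note: forskolin and galanin both at EC90 stimulate the cells; cAMP rise reported by CNG channel membrane potential dye signal; 0% = forskolin plus galanin with DMSO and 100% = forskolin alone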
MEKK2 mut-MEK5 – signal of MEK5 binding to mutant human MEKK2 PB1 domain | bead flow cytometry, Alexa488-MEK5 binding to MEKK2 mutant | percent response, % at 10 µM | 290,000 compounds, 0.35% hits | AID 1530; in the data active = percent response above about 24%, passing the limit was not always enough; note: inactives centre near 1; some results filed as inactive read as strong as hits
GPR7 antagonist – antagonists of human GPR7 (neuropeptides B/W receptor 1) | P48145 | GPR7-expressing cells, fluorescence antagonist assay | inhibition, % at 4.4 µM | 290,000 compounds, 1.1% hits | AID 1861; in the data active = inhibition above about 16%, passing the limit was not always enough;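 note: cells stimulated with the agonist NPW; 0% = agonist with vehicle and 100% = vehicle without agonist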
OXTR potentiate – potentiates the human oxytocin receptor response | CHO-OTR cells, Fluo-8 calcium fluorescence, potentiator mode; 0% = oxytocin EC15, 100% = EC100 | AID 2445 | 320,000 compounds, 0.061% hits | activation, % at 3 µM;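 active = activation above that plate's cutoff, the mean activation of tested compounds plus 3 SD, cut at about 6.6% in these data, passing the limit was not always enough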;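 note: 100% uses oxytocin at 75 nM as the full agonist control; some results filed as inactive read as strong as hits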
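System: human OTR in CHO cells / Also added: sub-maximal oxytocin, roughly EC15 / Control set: EC15 oxytocin low, 75 nM oxytocin high / Schedule: 6 min compound pre-incubation at room temperature, 100 s kinetic read / Compound: single-point 3.0 µM / Replication: singlicate / Technique: Fluo-8 calcium dye fluorescence / Read-out basis: % activation of max/min ratio relative to oxytocin controls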
Numbers without * were called inactive.

Sample of the layout:
`O=C(Nc1ccccc1)C1=C[C@@H](c2ccc(Br)cc2)C[C@@H](OCCCCO)O1` gave V1R ag counter -0.5, MEKK2 WT-MEK5 95, M18AAP inhibitor 7, OXTR ag 1.0, NALP1 inh -6, GalR3 antag -9, MEKK2 mut-MEK5 1, GPR7 antagonist 12 and OXTR potentiate -11.
`CCN(CC)CCCN=C1N[C@@H](c2cccc(C(F)(F)F)c2)C(C(=O)OC)=C(C)N1CC` gave V1R ag counter 0.1, OXTR ag -0.1, GalR3 antag -3 and OXTR potentiate 0.
`O=C1NC(c2ccccc2)=NC1(NS(=O)(=O)c1ccccc1)C(F)(F)F` (stereo unspecified) gave V1R ag counter -0.3, MEKK2 WT-MEK5 104, M18AAP inhibitor 0, OXTR ag 0.7, NALP1 inh 8, GalR3 antag 4, MEKK2 mut-MEK5 2, GPR7 antagonist -12 and OXTR potentiate -2.

Main list (from the top)
`O=C(Nc1ccccc1)C1=C[C@@H](c2ccc(Br)cc2)C[C@@H](OCCCCO)O1` gave V1R ag counter -0.5, MEKK2 WT-MEK5 95, M18AAP inhibitor 7, OXTR ag 1.0, NALP1 inh -6, GalR3 antag -9, MEKK2 mut-MEK5 1, GPR7 antagonist 12 and OXTR potentiate -11.
`CCN(CC)CCCN=C1N[C@@H](c2cccc(C(F)(F)F)c2)C(C(=O)OC)=C(C)N1CC` gave V1R ag counter 0.1, OXTR ag -0.1, GalR3 antag -3 and OXTR potentiate 0.
`O=C1NC(c2ccccc2)=NC1(NS(=O)(=O)c1ccccc1)C(F)(F)F` (stereo unspecified) gave V1R ag counter -0.3, MEKK2 WT-MEK5 104, M18AAP inhibitor 0, OXTR ag 0.7, NALP1 inh 8, GalR3 antag 4, MEKK2 mut-MEK5 2, GPR7 antagonist -12 and OXTR potentiate -2.
O=C(Nc1cccc(O)c1)c1cccc(S(=O)(=O)N2CCCC2)c1 was read as V1R ag counter -0.2, MEKK2 WT-MEK5 106, M18AAP inhibitor -3, OXTR ag -0.2, NALP1 inh 10, GalR3 antag 2, MEKK2 mut-MEK5 6, GPR7 antagonist 9 and OXTR potentiate -1.
For O=C(COC(=O)c1ccccc1C(=O)c1ccc(Cl)cc1)NCc1ccccc1 the results were V1R ag counter -0.5, MEKK2 WT-MEK5 124, M18AAP inhibitor 1, OXTR ag -2.1, NALP1 inh 38, GalR3 antag -5, MEKK2 mut-MEK5 21, GPR7 antagonist 7 and OXTR potentiate -15.
Cc1cc(C)n(CC(C)NC(=O)c2cc(COc3ccc(F)c(F)c3)on2)n1 (stereo unspecified) was read as MEKK2 WT-MEK5 96, M18AAP inhibitor 1, NALP1 inh 1, GalR3 antag 2, MEKK2 mut-MEK5 -1 and GPR7 antagonist 5.
Screening CC1CCN(CCc2nc3cc(NS(=O)(=O)c4ccc(F)cc4)ccc3n2C)CC1 returned V1R ag counter 0.5, MEKK2 WT-MEK5 111, M18AAP inhibitor -2, OXTR ag 5.0, NALP1 inh 2, GalR3 antag -6, MEKK2 mut-MEK5 2, GPR7 antagonist 7 and OXTR potentiate -16.
For CCOC(=O)c1cnc(-n2nc(C)cc2C)nc1NC the results were V1R ag counter -0.3, MEKK2 WT-MEK5 94, M18AAP inhibitor 1, OXTR ag -0.8, NALP1 inh 18, GalR3 antag -5, MEKK2 mut-MEK5 -4, GPR7 antagonist -11 and OXTR potentiate 2.
`CNC(=O)Nc1cccc2cccnc12` gave V1R ag counter -1.6, MEKK2 WT-MEK5 90, M18AAP inhibitor -11, OXTR ag 0.8, NALP1 inh 44*, GalR3 antag 2, MEKK2 mut-MEK5 -16, GPR7 antagonist -11 and OXTR potentiate -10.
`CC(C)CCN1NC2(CCC(C)CC2)NC1=S` (stereo unspecified) gave V1R ag counter 1.0, MEKK2 WT-MEK5 97, M18AAP inhibitor 0, OXTR ag -0.7, NALP1 inh 14, GalR3 antag 4, MEKK2 mut-MEK5 -12, GPR7 antagonist -6 and OXTR potentiate -3.
For Cn1c(=O)n(C)c2cc(NS(=O)(=O)c3ccc(C(C)(C)C)cc3)ccc21 the results were V1R ag counter 6.7, MEKK2 WT-MEK5 98, M18AAP inhibitor 1, OXTR ag 8.0, NALP1 inh 10, GalR3 antag -8, MEKK2 mut-MEK5 -2, GPR7 antagonist -13 and OXTR potentiate -12.
Screening O=C(/C=C/c1ccc(N2CCCCC2)c([N+](=O)[O-])c1)c1ccc(S(=O)(=O)N2CCCC2)cc1 returned V1R ag counter -0.2, MEKK2 WT-MEK5 105, M18AAP inhibitor 1, OXTR ag 0.2, NALP1 inh 27, GalR3 antag -5, MEKK2 mut-MEK5 -1, GPR7 antagonist -8 and OXTR potentiate -2.
Screening CC1(NC(=S)Nc2ccc(NC(=S)NC3(C)CCS(=O)(=O)C3)cc2)CCS(=O)(=O)C1 (stereo unspecified) returned V1R ag counter 0.7, MEKK2 WT-MEK5 90, M18AAP inhibitor 10, OXTR ag -0.2, NALP1 inh 5, GalR3 antag -5, MEKK2 mut-MEK5 1, GPR7 antagonist 4 and OXTR potentiate -5.
`CCOC(=O)CSc1nc2sc3c(c2c(=O)n1-c1ccccc1)CCN(C(C)C)C3` gave V1R ag counter 0.1, MEKK2 WT-MEK5 102, M18AAP inhibitor -3, OXTR ag -0.4, NALP1 inh 30, GalR3 antag -5, MEKK2 mut-MEK5 4, GPR7 antagonist 5 and OXTR potentiate -12.
For CN1CCN(c2ccc(NS(=O)(=O)c3ccc(Cl)cc3)cn2)CC1 the results were V1R ag counter 4.0, MEKK2 WT-MEK5 105, M18AAP inhibitor 12, OXTR ag 1.4, NALP1 inh 3, GalR3 antag -7, MEKK2 mut-MEK5 4, GPR7 antagonist -6 and OXTR potentiate -26.
Screening COC(CNC(=O)C(=O)Nc1cc2c3c(c1)CCN3C(=O)CC2)OC returned V1R ag counter 1.0, MEKK2 WT-MEK5 102, M18AAP inhibitor -7, OXTR ag 0.5, NALP1 inh 18, GalR3 antag -7, MEKK2 mut-MEK5 1, GPR7 antagonist -16 and OXTR potentiate -2.
Cc1ccc(NC(=O)CN2CCOCC2)cc1 was read as V1R ag counter 1.3, MEKK2 WT-MEK5 102, M18AAP inhibitor 9, OXTR ag -0.5, NALP1 inh 5, GalR3 antag -9, MEKK2 mut-MEK5 6, GPR7 antagonist -6 and OXTR potentiate -11.
Screening COC(=O)Cc1csc(NC(=O)c2ccc3ncsc3c2)n1 returned V1R ag counter 1.6, OXTR ag 2.1, GalR3 antag -3 and OXTR potentiate -2.
For C/C(=N\NC(=O)COc1ccc(C)cc1[N+](=O)[O-])c1cccs1 the results were V1R ag counter 0.0, MEKK2 WT-MEK5 110, M18AAP inhibitor -10, OXTR ag -0.2, NALP1 inh -5, GalR3 antag 1, MEKK2 mut-MEK5 -1, GPR7 antagonist -11 and OXTR potentiate -9.
For COc1ccc(C2C(C(=O)Nc3ccccc3OC)=C(C)Nc3ncnn32)cc1 (stereo unspecified) the results were V1R ag counter 1.3, MEKK2 WT-MEK5 100, M18AAP inhibitor 2, OXTR ag 0.5, NALP1 inh 11, GalR3 antag 2, MEKK2 mut-MEK5 1, GPR7 antagonist -2 and OXTR potentiate 10.
O=C(Nc1cccc(-n2cnnn2)c1)c1ccco1 was read as V1R ag counter 1.1, MEKK2 WT-MEK5 96, M18AAP inhibitor 2, OXTR ag -0.1, NALP1 inh 16, GalR3 antag -2, MEKK2 mut-MEK5 -7, GPR7 antagonist -11 and OXTR potentiate -6.
For Cc1ccc(OCCSc2nnc(NC(=O)c3ccco3)s2)cc1 the results were V1R ag counter 1.8, MEKK2 WT-MEK5 108, M18AAP inhibitor -6, OXTR ag 2.1, NALP1 inh 38, GalR3 antag -2, MEKK2 mut-MEK5 2, GPR7 antagonist -8 and OXTR potentiate -8.
`COc1ccc(NS(=O)(=O)c2cc(NC(=O)[C@@H](NC(N)=O)C(C)C)ccc2C)cc1` gave V1R ag counter 0.5, MEKK2 WT-MEK5 110, M18AAP inhibitor -10, OXTR ag 0.1, GalR3 antag -5, MEKK2 mut-MEK5 14, GPR7 antagonist -2 and OXTR potentiate -5.
Screening Cc1ccc(C)c(SCC(=O)Nc2oc(C)c3c(C)n[nH]c(=O)c23)c1 returned V1R ag counter -0.4, OXTR ag -0.5, GalR3 antag -2 and OXTR potentiate 1.
`Cc1noc(C)c1S(=O)(=O)N1CCN(c2ccccc2)CC1` gave V1R ag counter 0.9, MEKK2 WT-MEK5 97, M18AAP inhibitor 4, OXTR ag -0.7, NALP1 inh 28, MEKK2 mut-MEK5 4, GPR7 antagonist -2 and OXTR potentiate -3.
CCN1C(C)=C(C)S/C1=C1\SC(=S)N(N)C1=O was read as V1R ag counter -0.2, MEKK2 WT-MEK5 96, M18AAP inhibitor 76*, OXTR ag 0.4, NALP1 inh 4, GalR3 antag 7, MEKK2 mut-MEK5 -2, GPR7 antagonist -8 and OXTR potentiate 2.
Screening CCOc1ccc2c(c1)C(C)=CC(C)(C)N2S(=O)(=O)c1ccc(C)cc1 returned MEKK2 WT-MEK5 95, M18AAP inhibitor 0, NALP1 inh 2, GalR3 antag -10, MEKK2 mut-MEK5 -12 and GPR7 antagonist 14.
`Cc1cc(OCc2cc3c(cc2Cl)OCO3)c2c(C)cc(=O)oc2c1` gave V1R ag counter -0.3, MEKK2 WT-MEK5 95, M18AAP inhibitor -11, OXTR ag -0.5, NALP1 inh 10, GalR3 antag -2, MEKK2 mut-MEK5 15, GPR7 antagonist -3 and OXTR potentiate -6.
For Cc1cc(C)c2nc(N3CCC(C(=O)NCC4CCCO4)CC3)sc2c1 (stereo unspecified) the results were V1R ag counter 2.8, MEKK2 WT-MEK5 100, M18AAP inhibitor -1, OXTR ag 0.7, NALP1 inh 14, GalR3 antag -8, MEKK2 mut-MEK5 -1, GPR7 antagonist -7 and OXTR potentiate 2.
For CC(=O)Nc1ccc(C(=O)Nc2ccc(S(=O)(=O)Nc3nccc(C)n3)cc2)cc1 the results were V1R ag counter -0.2, MEKK2 WT-MEK5 102, M18AAP inhibitor 0, OXTR ag 1.8, NALP1 inh -5, GalR3 antag -10, MEKK2 mut-MEK5 4, GPR7 antagonist -16 and OXTR potentiate 10.
CCCCNC(=O)CN1CCN(Cc2ccc3cc(OC)ccc3c2)CC1 was read as V1R ag counter 2.5, MEKK2 WT-MEK5 115, M18AAP inhibitor 1, OXTR ag 3.9, NALP1 inh 3, GalR3 antag -10, MEKK2 mut-MEK5 7, GPR7 antagonist -3 and OXTR potentiate -8.
`Cc1ccc(NC(=O)CNS(=O)(=O)c2cccs2)cc1F` gave V1R ag counter 1.8, MEKK2 WT-MEK5 91, M18AAP inhibitor 3, OXTR ag -1.1, NALP1 inh 13, GalR3 antag -11, MEKK2 mut-MEK5 -2, GPR7 antagonist -10 and OXTR potentiate 2.
`N#Cc1c(-c2ccccc2)cc(C2CC2)nc1SCC(=O)c1cccs1` gave M18AAP inhibitor 2, NALP1 inh 6, GalR3 antag -4 and GPR7 antagonist 11.

Source: PubChem BioAssay

Compounds as they come; about 4.1% have a hit in one of these screens.
